Mdm2-MdmX inh = human Mdm2/MdmX binding inhibition | SaOS-2 split-luciferase Mdm2/MdmX complementation, luminescence | inhibition, % at 8 µM | 330,000 tested, 3% active | AID 485346;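 active = inhibition of at least 50% at 8 µM in the primary screen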
Target sequence (O15151 whole entry, looked up): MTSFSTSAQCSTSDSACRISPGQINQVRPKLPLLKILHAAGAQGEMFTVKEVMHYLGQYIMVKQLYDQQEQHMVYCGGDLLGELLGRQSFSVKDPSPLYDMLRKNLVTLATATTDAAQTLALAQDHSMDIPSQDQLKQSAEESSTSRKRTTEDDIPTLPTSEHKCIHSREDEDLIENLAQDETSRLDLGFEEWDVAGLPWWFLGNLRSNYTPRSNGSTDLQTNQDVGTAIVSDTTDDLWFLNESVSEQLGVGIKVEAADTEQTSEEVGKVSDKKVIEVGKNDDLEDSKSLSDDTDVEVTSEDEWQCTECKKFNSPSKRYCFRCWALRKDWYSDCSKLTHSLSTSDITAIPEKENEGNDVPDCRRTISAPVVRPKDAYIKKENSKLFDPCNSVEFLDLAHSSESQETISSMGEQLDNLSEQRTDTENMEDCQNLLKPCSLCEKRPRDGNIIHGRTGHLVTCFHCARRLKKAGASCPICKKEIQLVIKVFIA
Target sequence (Q00987 whole entry, looked up): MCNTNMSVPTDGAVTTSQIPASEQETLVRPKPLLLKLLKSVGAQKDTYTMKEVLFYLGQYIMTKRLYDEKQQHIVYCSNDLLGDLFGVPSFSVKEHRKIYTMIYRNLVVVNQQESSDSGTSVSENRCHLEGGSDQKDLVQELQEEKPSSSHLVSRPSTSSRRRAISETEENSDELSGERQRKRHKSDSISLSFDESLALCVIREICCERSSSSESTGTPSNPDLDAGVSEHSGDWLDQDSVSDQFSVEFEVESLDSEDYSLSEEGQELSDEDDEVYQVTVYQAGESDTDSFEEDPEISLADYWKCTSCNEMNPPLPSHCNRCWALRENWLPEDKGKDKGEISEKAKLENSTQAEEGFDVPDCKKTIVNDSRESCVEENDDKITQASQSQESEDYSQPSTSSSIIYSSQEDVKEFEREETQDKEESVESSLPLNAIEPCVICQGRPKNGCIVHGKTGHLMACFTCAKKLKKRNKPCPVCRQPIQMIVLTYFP
Jurkat NFkB inh = inhibitors of the PMA/ionomycin-induced NF-kB reporter in Jurkat cells | PMA/ionomycin-induced NF-kB luciferase reporter, luminescence | inhibition, % at 4 µM | 330,000 tested, 0.53% active | AID 435003; in the data active = inhibition above about 50%
APJ ag = APJ receptor agonism | CHO-K1 APJ PathHunter beta-arrestin, luminescence; 0% DMSO wells, 100% apelin | activation, % at 20 µM | 330,000 tested, 0.11% active | AID 2520;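 active = activation more than six SD over the plate average, tested at 20 µM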;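 also: 0% = DMSO alone and 100% = apelin-13 at 10 nM; some results filed as inactive read as strong as hits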
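Test system: CHO-K1 APJ beta-arrestin complementation cell line. Amount: cell density 1000 per well. Controls: DMSO negative, 10 nM Apelin-13 positive. Signal: luminescent beta-gal fragment complementation, chemiluminescent substrate. Read-out basis: agonist-driven arrestin binding to APJ. Timing: compound stimulation 90 min at 25 °C, detection 60 min.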
tim23-1 inh = tim23-1 yeast growth inhibition; S. cerevisiae tim23-1 growth, BacTiter-Glo luminescence, 24 h; inhibition, % at 20 µM; 330,000 tested, 1.3% active;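 active = growth inhibition of the mutant yeast at or above 50%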;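 also: temperature-sensitive mutant grown at 25 °C; plate controls were DMSO-treated mutant yeast for no effect and medium wells lacking yeast for full effect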
697 NFkB inh = inhibitors of the PMA/ionomycin-induced NF-kB reporter in 697 B cells; 330,000 tested, 0.33% active; AID 435022; inhibition, % at 4 µM; 697 B-cell NF-kB luciferase reporter, 16 h; in the data active = inhibition above about 35%
UPR XBP1 act = activators of adaptive arm of unfolded protein response (XBP1); CHO-XBP1 luciferase reporter, IRE1-XBP1 UPR activation, luminescence; percent of tunicamycin response, DMSO as zero; activation, % at 20 µM; 330,000 tested, 0.33% active; AID 463104;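 active = versus positive control, 20 µM dose yields 30% or more activation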;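 also: 100% = tunicamycin at 10 µg/mL and 0% = DMSO only wells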
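Material: CHO-XBP1 cells stably carrying IRE1-XBP1-driven luciferase reporter | Medium: F12 with 10% serum | Compound dosing: 20 µM single concentration, DMSO 1% | Incubation: Overnight seeding at 37 °C, 6 h compound treatment at 37 °C | Detection: Steady-Glo luminescence read | Read-out basis: % activation of reporter signal versus tunicamycin and DMSO controls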
APJ antagonist = antagonists of human APJ apelin receptor. P35414. CHO-K1 APJ beta-arrestin complementation, luminescence. inhibition, % at 20 µM. 330,000 tested, 0.32% active. AID 2521;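 active = inhibition above about 40% at 20 µM, limit read from the data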;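 also: cells challenged with 10 nM apelin-13 agonist together with compound; plate controls were apelin-13 plus DMSO wells for no effect and DMSO wells lacking apelin-13 for full effect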
CHOP UPR activ = apoptotic UPR (CHOP) activation; CHO-CHOP luciferase reporter, luminescence; percent of tunicamycin response over DMSO baseline; activation, % at 10 µM; 330,000 tested, 0.34% active; AID 449763;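 active = at 10 µM dose, activation of 40% or more, normalized to positive control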;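 also: 100% = tunicamycin at 10 µg/mL and 0% = DMSO alone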
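Evaluation: % reporter activation, DMSO baseline versus tunicamycin full activation; System: CHO-CHOP luciferase reporter cell line; Input: 500 cells/well; Incubation: 6 h compound treatment, 37 °C; Measured by: Steady-Glo luciferase luminescence; Dosing: one dose, 10 µM in 0.5% DMSO; Buffer or medium: F12 medium, 10% FBS; Benchmarks: positive tunicamycin 10 µg/mL, negative DMSO alone.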
Active calls of the source: *; i = inactive.

Molecule	Mdm2-MdmX inh	Jurkat NFkB inh	APJ ag	tim23-1 inh	697 NFkB inh	UPR XBP1 act	APJ antagonist	CHOP UPR activ
CCOC(=O)c1ccc(CNC(=O)CCC(=O)O)cc1	3	-15	-4	5	-10	-2	-7	1.7
CCNc1nc2ccccc2[nH]1	4	-3	2	0	-12	-2	-15	0.6
Cc1ccc(NS(=O)(=O)c2cc(C(=O)Nc3cccc(N(C)S(C)(=O)=O)c3)ccc2C)c(C)c1	-4	12	0	9	14	-2	5	1.8
CC1=NN(C(=O)Cc2ccccc2)C(O)(c2ccccc2)C1 (centres undefined)	-20	0	-2	5	6	0	1	1.6
Cc1ccc(OCCNC(=O)CCc2nc3sc4c(c3c(=O)[nH]2)CCCC4)cc1	37	-7	-6	15	3	-1	7	-0.2
CCOC(=O)N1CCN(Cc2nc3cc(NC(=O)C(C)C)ccc3n2C)CC1	1	0	-1	17	-5	-2	-18	0.4
CC(=O)Nc1ccc(S(=O)(=O)NCCc2csc(C)n2)cc1	8	9	-4	-22	-7	0	-8	-1.1
Cc1cccc(Nc2nc(-c3ccccn3)cs2)n1	-105	-185	-2	45	-169	26	-5	83*
C=CCC[C@@H](Cc1ccc(F)cc1)C(=O)OC[C@@H](Cc1c[nH]c2ccccc12)NC(=O)[C@H](CC=C)CC(=O)NCCO	13	4	1	17	-4	-3	6	0.5
O=S(=O)(NC1CC2CCC1C2)c1ccc(Br)cc1 (centres undefined)	2	4	-1	23	-17	0	0	0.8
CCc1cc(=O)oc2cc(OCC(=O)NCCCN3CCOCC3)c(Cl)cc12	-17	-2	0	5	9	-2	19	-1.7
O=C1/C(=C\c2ccco2)SC(=S)N1C1CCS(=O)(=O)C1 (centres undefined)	18	11	-5	9	17	-3	22	-3.5
COc1cccc(/C=N/NC(=O)CSc2nnc(C)n2-c2ccccc2)c1O	28	2	-2	-12	20	3	-13	-0.9
CCCCCOc1ccc(C(=O)CCN2CCOCC2)cc1	-17	-20	1	35	-32	1	10	2.9
COc1ccc(CC(=O)N2CCCC2)c(OC)c1	-6	8	-3	3	11	-1	15	2.9
CCOC(=O)c1c(NC(=O)c2c(-c3ccccc3)noc2C)sc(C)c1-c1ccccc1	100*	-28	-8	-5	i	-4	9	0.3
CC1CN(C(=O)c2ccccc2Nc2ccc(SC(F)F)cc2)CC(C)O1 (centres undefined)	-16	8	1	43	24	0	-4	-2.3
COCCN1C(=O)C(=O)/C(=C(/O)c2ccc(C)cc2)C1c1ccccn1 (centres undefined)	4	14	-3	-2	14	3	-13	0.0
O=[N+]([O-])c1ccc(S(=O)(=O)Nc2nc3ccccc3nc2Nc2ccccc2)cc1	25	12	2	22	1	-3	-16	3.5
COc1cccc(-c2nc3ccc([N+](=O)[O-])cc3o2)c1	-84	-130	0	-1	-111	-1	-6	4.6
CC1CCCCC1NC(=O)CN(C)S(=O)(=O)c1cccc2nsnc12 (centres undefined)	-8	-1	2	18	2	-5	-3	-1.4
CCOC(=O)CC1(NC(=O)c2cc(COc3c(F)cccc3F)on2)CCCCC1	20	17	1	27	-7	-7	2	-1.1
COc1ccc(/C=N/NC(=O)CN2CCN(Cc3ccccc3)CC2)cc1Br	-10	-19	-2	13	1	-4	9	-0.1
COc1cc2c(cc1OC)C(c1ccccc1Cl)N(C)CC2 (centres undefined)	-11	2	-5	15	-10	2	19	-0.2

Reprinted from the part before: 3 entries; new compounds follow.
Molecule	Mdm2-MdmX inh	Jurkat NFkB inh	APJ ag	tim23-1 inh	697 NFkB inh	UPR XBP1 act	APJ antagonist	CHOP UPR activ
CCOC(=O)CC1(NC(=O)c2cc(COc3c(F)cccc3F)on2)CCCCC1	20	17	1	27	-7	-7	2	-1.1
COc1ccc(/C=N/NC(=O)CN2CCN(Cc3ccccc3)CC2)cc1Br	-10	-19	-2	13	1	-4	9	-0.1
COc1cc2c(cc1OC)C(c1ccccc1Cl)N(C)CC2 (centres undefined)	-11	2	-5	15	-10	2	19	-0.2
NC(=O)c1sc2nc3c(c(-c4ccco4)c2c1N)CCC3	77*	1	2	24	11	0	-22	-2.5
O=C(CCCC(=O)c1ccc(F)cc1)c1ccc(F)cc1	-158	-78	-3	8	-60	1	13	6.5
Cc1c(SCCO)c(=O)[nH]c2cc3c(cc12)OCO3	-20	0	0	13	14	-1	-3	-0.5
COc1ccc(C2C(C#N)=C(N)Oc3c2sc2nc(C)cc(C)c32)cc1 (centres undefined)	46	-20	-2	-5	-14	-2	15	-0.4
OCc1ccnc2oc3ccccc3c12	28	8	-2	10	-5	0	11	1.1
COc1ccc(-c2nnc(SCC(=O)Nc3cccc(Cl)c3)o2)cc1	-253	-139	-1	11	-18	2	8	-4.9
O=C(Nc1ccccc1N1CCCCC1)c1cc(S(=O)(=O)N2CCOCC2)ccc1Cl	19	-18	12	36	-50	4	11	0.9
CCOc1ccc2oc(C(=O)NNC(=O)c3csc(N4CCOCC4)n3)c(C)c2c1	22	5	-3	5	-3	-1	17	-0.3
CN(C)/C=C/C1=CC(=O)CC(C)(C)C1	8	9	0	7	15	-2	6	-1.3
O=C(N/N=C/c1ccc2c(c1)OCO2)C(=O)Nc1ccccc1	-24	-18	0	-4	-52	4	6	3.0
COc1ccc(CN2CCNC(=O)C2CC(=O)N(C)Cc2ccon2)cc1OC (centres undefined)	7	3	-2	1	3	0	15	-0.1
c1ccc(N2CCOCC2)c(Nc2nc3ccccc3n3cnnc23)c1	14	1	1	29	15	5	-68	-0.1
CCC/C(=N\NC(=O)c1ccccc1C)c1ccccc1	8	-16	-3	21	10	-4	-15	0.6
COc1cccc(-c2nc(-c3ccccn3)no2)c1	55*	20	-4	13	-41	-5	10	-9.0
COc1ccc(CNC(=O)c2ccc(Br)cc2)cc1	-2	-10	0	-3	13	-2	-4	2.0
CNC(=O)c1c(NC(=O)c2ccc(S(=O)(=O)N3CC(C)OC(C)C3)cc2)sc2c1CCN(C(C)C)C2 (centres undefined)	-13	-1	5	12	1	1	11	1.4
C/C(N)=C(/C#N)C(=O)COC(=O)c1ccc(O)cc1	2	-11	-2	-3	-4	0	8	0.9
O=[N+]([O-])c1ccccc1S(=O)(=O)Nc1ccc(-c2ccc3nncn3n2)cc1	-4	-21	-4	-16	20	-1	3	1.2
O=C(Cc1nnc(NC(=O)c2ccccc2)s1)N/N=C\c1ccc(O)c(O)c1	-4	-7	6	-9	-16	-3	-4	0.3
Cc1nc2scc(C)n2c(=O)c1S(=O)(=O)Nc1ccc(F)cc1	19	20	0	7	-2	4	23	6.4
O=[N+]([O-])c1cc(C(F)(F)F)ccc1N1CCN(CCO)CC1	-23	10	-1	6	6	-3	-3	0.1
Cc1ccc(/C=N/NC(=O)c2ccc3nc[nH]c3c2)o1	32	4	-3	3	10	-3	10	-0.3
O=C(COC(=O)c1ncc(Cl)c(Cl)c1Cl)NC1CCS(=O)(=O)C1 (centres undefined)	8	14	0	9	9	-2	-49	2.9
CCNc1nc(SC(C)C(=O)Nc2ccccc2)nc(N(C)C)n1 (centres undefined)	14	3	1	2	-21	2	6	-0.5
CCn1c(C)c(C(C)=O)c(N2CCN(C(c3ccccc3)c3ccccc3)CC2)nc1=S	20	-9	-4	12	-11	-2	5	-1.6
COc1ccc(CNC(=O)C2CCCN(S(=O)(=O)c3c(C)n[nH]c3C)C2)cc1 (centres undefined)	-14	8	-3	6	-3	-4	-9	-1.7
CC(C)(C)C(=O)Nc1ccc(-c2cc3cc(Cl)ccc3o2)cc1	20	-88	1	15	-123	-1	18	1.8
Cc1nnc(NC(=O)c2ccco2)s1	-3	0	-4	8	2	-1	9	-2.8
CC12CC3(C)CC(C)(C1)CC(NC(=O)N1CCCC1)(C2)C3	-5	0	2	47	16	-1	10	-1.0
CC(C)C[C@H](NC(=O)N1CC(=O)Nc2ccccc21)C(=O)N[C@@H](C(=O)O)c1ccccc1	38	6	-3	4	1	0	17	0.0
COc1ccc(CCNC(=O)CC(C)S(=O)(=O)c2ccc3c(c2)NC(=O)CO3)cc1OC (centres undefined)	12	-11	-2	1	8	-3	-4	-0.7
CC(C)c1ccc(/C=C2\SC(=O)N(CC(=O)NCCCn3ccnc3)C2=O)cc1	6	2	8	-18	-161	0	6	1.7
Cc1c(Br)c([N+](=O)[O-])nn1CC(=O)Nc1sc2c(c1C(=O)OC(C)C)CCC(C)C2 (centres undefined)	23	5	1	6	-23	26	-23	8.6
CCC(C(=O)Nc1c[nH]c(=O)[nH]c1=O)c1ccccc1 (centres undefined)	7	-8	-3	9	-6	0	5	2.5
Cc1cc(C(=O)CN2C(=O)C(=O)N(Cc3ccccc3)C2=O)c(C)n1Cc1ccccc1	31	-3	-2	3	-2	-2	7	-1.3
CC(Oc1ccc(C(C)(C)C)cc1)C(=O)NC1CC(C)(C)NC(C)(C)C1 (centres undefined)	16	19	1	1	3	-4	-3	0.9
COc1cccc(C(=O)OCCN(C)C(C)(C)C)c1	12	1	-3	4	9	0	13	-1.0
O=C(CN1C(=O)/C(=C\c2ccc(C(F)(F)F)cc2)Sc2ccccc21)NCc1ccco1	41	-12	2	11	-9	4	-7	1.5
O=C(O)c1cc(-c2ccc(Cl)cc2)n(-c2ccccc2)n1	24	-10	-2	9	2	-3	-10	-1.4
Cc1cc(C)n(-c2nc(SCC(=O)N3CCCC3)c3c4c(sc3n2)CCCC4)n1	30	-10	-5	6	-21	-3	-2	-0.3
COc1cccc(CN(C(=O)c2cccc(OC)c2)C2CCS(=O)(=O)C2)c1 (centres undefined)	11	9	-2	-7	1	-5	6	0.9
C=CCNC(=O)c1cn(CC)c2cc(N3CCN(C(=O)c4ccco4)CC3)c(F)cc2c1=O	21	-11	5	10	-3	-2	3	2.4
CCOc1ccccc1N(CC(=O)NCCSc1ccccc1)S(C)(=O)=O	-20	-5	1	12	5	-5	-1	0.0
CC(C)C[C@H](NC(=O)c1nc[nH]c1C(=O)NCCCCCNC(=O)OC(C)(C)C)C(=O)OC(C)(C)C	0	-6	-5	16	-14	-4	-22	-0.9
COc1ccccc1OCc1nc2ccccc2n1C	-24	-26	-5	16	-28	-1	-1	2.3
COc1ccc(OCC(=O)Nc2ccc(S(=O)(=O)N3CCCC3)cc2)cc1	0	5	-4	31	6	-6	-7	0.9
CC(OC(=O)c1cccc(-n2cnnn2)c1)C(=O)Nc1ccc(F)cc1Cl (centres undefined)	31	-4	0	19	13	3	20	2.8
Cn1c2c(c(=O)n(C)c1=O)C(c1ccc(C(F)(F)F)cc1)CC(=O)N2 (centres undefined)	-14	-5	-7	3	-1	-1	-51	-2.1
CCNC(=O)NC(=O)C(C)OC(=O)c1cc(S(=O)(=O)N2CCCCCC2)ccc1OC (centres undefined)	-10	-19	2	19	-2	2	-1	-0.5
Cc1nn(CC#N)c(=O)n1-c1ccc(C(C)C)cc1	-11	-16	-3	-4	-9	3	-11	-0.5

Hits appear at their usual frequency (roughly 5% active in at least one column).
